High-throughput results from PubChem BioAssay.
Bim-Bcl-2 = human Bim-Bcl-2 interaction inhibition; Bead-based flow cytometry, Bim peptide-Bcl-2 binding; inhibition, % at 10 µM; actives 0.06% (n = 190,000); P10415; in the data active = inhibition above about 40%; inconclusive = no clear call, values can overlap the other calls;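 also: 0% = no compound wells with probe peptide and 100% = reference peptide inhibitor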
Target sequence (P10415 whole entry, looked up): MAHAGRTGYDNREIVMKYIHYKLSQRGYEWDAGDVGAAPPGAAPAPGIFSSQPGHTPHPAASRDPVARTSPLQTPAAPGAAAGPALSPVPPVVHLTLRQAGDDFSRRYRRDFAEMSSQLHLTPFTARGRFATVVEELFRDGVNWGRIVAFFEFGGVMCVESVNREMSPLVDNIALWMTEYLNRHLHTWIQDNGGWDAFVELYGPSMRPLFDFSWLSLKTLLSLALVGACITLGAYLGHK
RGS8-Gao = modulates binding of RGS8 to human Galphao. multiplexed bead flow cytometry; actives lie on both sides. response (percent of control binding), % at 10 µM. actives 0.34% (n = 220,000); in the data active = response below about 60% or above about 140%; inactive = in between;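 also: Galphao activated as the GDP aluminium fluoride complex binding bead-coupled RGS8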
RGS7-Gao reg = modulates binding of RGS7 to human Galphao; P09471; Multiplexed bead flow cytometry; actives lie on both sides; binding response (% of control), % at 10 µM; actives 0.35% (n = 220,000); AID 1439; in the data active = binding response below about 49% or above about 150%; inconclusive = no clear call, values can overlap the other calls; inactive = in between;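 also: fluorescent Galphao held in activated GDP-AlF4 state binding bead-coupled RGS7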
Bim-Bfl-1 = human Bim-Bfl-1 interaction inhibition | Q16548 | Bead-based flow cytometry, Bim-Bfl-1 binding inhibition | inhibition, % at 10 µM | actives 0.12% (n = 190,000) | AID 1008;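 also: 0% = wells without compound plus tracer and 100% = blocker peptide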
ABCB1 block = inhibitors of human ABCB1 transporter, ABCG2 counter-screen. CCRF-Adr cells, JC-1 efflux, flow cytometry. AID 1326. inhibition, % at 6.6 µM. actives 0.067% (n = 190,000); in the data active = inhibition above about 40%;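 also: 0% = vehicle and 100% = reference inhibitor; higher value means more JC-1 retained so stronger ABCB1 efflux block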
RGS4-Gao reg = human RGS4-Galphao interaction regulation; Multiplexed bead flow cytometry, RGS4-Galphao binding; actives lie on both sides; actives 0.33% (n = 220,000); binding response (% of control), % at 10 µM; P09471; in the data active = binding response below about 49% or above about 150%; inactive = in between;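 also: fluorescent Galphao activated with aluminum fluoride binding bead-coupled RGS4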
Bim-Bcl-W = disrupts Bim peptide binding to human Bcl-W; Q92843; bead-based flow cytometry; inhibition, % at 10 µM; actives 0.02% (n = 190,000);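 also: 0% = bound tracer without compound and 100% = peptide blocker; higher means less fluorescent Bim peptide bound to Bcl-W beads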
Target sequence (Q92843 whole entry, looked up): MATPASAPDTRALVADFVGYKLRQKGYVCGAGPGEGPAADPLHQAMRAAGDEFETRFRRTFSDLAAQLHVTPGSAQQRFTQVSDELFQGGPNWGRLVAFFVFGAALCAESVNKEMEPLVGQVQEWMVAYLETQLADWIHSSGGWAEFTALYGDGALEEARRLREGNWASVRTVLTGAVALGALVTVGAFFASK
ABCG2 block = inhibitors of human ABCG2 transporter, ABCB1 counter-screen. IgMXP3 cells, JC-1 efflux, flow cytometry. inhibition, % at 6.6 µM. actives 0.1% (n = 190,000). AID 1325;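 active = inhibition above 80%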;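 also: 0% = DMSO and 100% = nicardipine control wells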
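material = IgMXP3 (ABCG2) plus far-red-tagged CCRF-Adr (ABCB1) cells | amount = 3 million cells/mL, equal mix of both lines | also added = JC-1 transporter substrate | dosing = one concentration, 6.6 µM final | schedule = 10 min at 25 °C | measured by = flow cytometric JC-1 green MFI at 530 nm | read-out basis = percent efflux inhibition, scaled nicardipine 100% to DMSO 0%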
Bim-Bcl-XL = inhibitors of Bim-Bcl-XL interaction, human; AID 1007; Bim peptide-Bcl-XL binding, bead flow cytometry, fluorescence; inhibition, % at 10 µM; Q07817; actives 0.04% (n = 190,000)
Target sequence (Q07817 whole entry, looked up): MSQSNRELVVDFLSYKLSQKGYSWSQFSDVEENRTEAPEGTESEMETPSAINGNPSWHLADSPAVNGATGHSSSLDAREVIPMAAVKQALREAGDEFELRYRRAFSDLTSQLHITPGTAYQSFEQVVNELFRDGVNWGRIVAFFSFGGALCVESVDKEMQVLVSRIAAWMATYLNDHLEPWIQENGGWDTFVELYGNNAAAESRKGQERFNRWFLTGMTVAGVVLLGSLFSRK
GSH fluor = compound fluoresces at 488/530 nm on GSH beads | fluorescence (KMESF) at 10 µM | actives 0.25% (n = 190,000) | GSH beads flow cytometry, compound fluorescence 488/530 nm; stronger effect = higher value; in the data active = fluorescence above about 89;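 also: glutathione beads carrying GST-tagged Bcl family fusion proteins plus one bare bead set; values are compound well signal with DMSO vehicle wells as background; inactives centre near 16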
Bim-Bcl-B = inhibitors of Bim-Bcl-B interaction, human; Q9HD36; bead-based flow cytometry, Bim peptide-Bcl-B binding; inhibition, % at 10 µM; actives 0.073% (n = 190,000);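 also: 0% = tracer peptide without compound and 100% = reference inhibitor peptide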
Target sequence (Q9HD36 whole entry, looked up): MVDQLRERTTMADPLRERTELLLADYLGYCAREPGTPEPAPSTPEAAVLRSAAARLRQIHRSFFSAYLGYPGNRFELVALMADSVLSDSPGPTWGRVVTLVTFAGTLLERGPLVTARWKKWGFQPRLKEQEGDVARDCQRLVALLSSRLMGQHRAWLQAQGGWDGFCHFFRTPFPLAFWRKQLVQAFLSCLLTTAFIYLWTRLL
* marks the source's active call; other numbers are inactive results; ? = inconclusive; [ ] = remark or other dose. Rule as the data show it, unless noted: active = inhibition above about 40%.

smiles	Bim-Bcl-2	RGS8-Gao	RGS7-Gao reg	Bim-Bfl-1	ABCB1 block	RGS4-Gao reg	Bim-Bcl-W	ABCG2 block	Bim-Bcl-XL	GSH fluor	Bim-Bcl-B
COC(=O)c1ccccc1NC(=O)CSc1nnc(C(CO)NC(=O)c2ccccc2)n1C (stereo not drawn)	-7	99	107	-9	-0.4	104	1	12	-1	14	-8
COCCn1c(SCCCc2ccccc2)nc2c1c(=O)[nH]c(=O)n2C	-2	102	101	0	1.0	101	-4	3	-3	17	-1
CC(C)c1ccc(C(=O)NCCCN(C)C)cc1	0	109	101	0	2.8	103	1	10	-2	21	0
NC(Cc1ccc(Oc2ccc(O)cc2)cc1)C(=O)O (stereo not drawn)	5	102	106	0	0.0	105	-1	0	0	20	-1
COc1cc([N+](=O)[O-])ccc1NC(=O)CC(C)C	0	82	94	0	2.2	88	-2	24	0	7	1
COc1ccc(N=Cc2c(O)[nH]c3ccccc23)cc1OC	-3	103	103	-9	0.2	103	4	3	6	41	-7
Cc1[nH]c2ccccc2c1/C=N/Nc1ccc([N+](=O)[O-])cc1S(=O)(=O)Nc1ccc(Cl)cc1	-7	103	128	-10	12	131	12	9	-3	16	-6
CC1=C(C(=O)Nc2ccccc2C)C2(CCCCC2)C(C(N)=O)C(=S)N1 (stereo not drawn)	-2	97	97	0	1.2	97	-5	0	-7	9	-7
O=C(c1ccco1)n1nc(-c2ccco2)nc1SCc1ccccc1	-5	101	104	0	0.6	106	-6	2	0	16	-6
CCOC(=O)c1cccc(NC(=O)C2(S(=O)(=O)c3ccc(Cl)cc3)CC2)c1	0	101	104	0	1.7	101	2	3	0	8	-1
CC1(C)CC(=O)C2=C(C1)N(c1ccc(Cl)cc1)C(=O)C2(O)C(F)(F)F (stereo not drawn)	-2	100	96	0	0.1	99	0	-1	-4	7	-2
C(=C\c1cccc2ccccc12)/c1nnc(-c2cccs2)o1	1	102	105	-1	-0.3	106	-1	1	-2	8	-1
Cc1cc(C)n2ncc(C(=O)NCCc3ccccc3)c2n1	-2	100	100	0	1.0	97	0	4	-1	17	0
COC(=O)c1ccc[n+](CC(=O)Nc2ccc(OC(F)F)cc2)c1	-2	98	98	-4	0.6	97	1	5	0	14	0
BrC(=C\c1ccccc1)/C=N/N1CCN(c2ccccc2)CC1	6	98	97	2	1.1	100	-2	5	0	10	11
Cc1c(-c2ccccc2)n[nH]c1C(=O)N=Nc1c(O)[nH]c2ccccc12	-5	100	99	-5	0.3	103	-1	10	-3	11	-8
CN1CCN(CC(=O)O)CC1	-6	99	102	-13	0.8	101	4	3	0	50	-6
CCN(CC)S(=O)(=O)c1ccc(OC)c(NC(=O)c2cc(=O)[nH]c3ccccc23)c1	-2	102	101	-4	0.4	100	0	4	0	12	0
O=C(COc1ccccc1)Nc1cccc2nsnc12	-7	101	103	-28	0.1	100	-6	45	-11	26	-12
COc1ccc(C)cc1NC(=O)CSc1nnc(-c2cc3cccc(OC)c3o2)n1N	-4	101	103	-15	2.7	100	0	26	-7	30	-12
CC(=O)Nc1ccc(-n2cc(-c3ccccc3)[nH]c2=S)cc1	-1	102	108	27	-0.1	100	-1	1	-5	10	-37
O=C(NC1CCCCC1)C1CCCN(S(=O)(=O)c2ccc(Br)s2)C1 (stereo not drawn)	-2	97	95	-4	0.0	94	-2	0	-3	14	-6
COC(=O)C1(O)CC(C(C)C)=NN1C(=O)c1ccc(Cl)cc1 (stereo not drawn)	-1	100	101	-2	0.3	99	0	2	-1	9	1
CC(=O)Nc1cccc(C(=O)OCC(=O)c2ccccc2Cl)c1	-3	100	107	-5	-1.4	99	-2	0	-4	18	-2
NC(=O)CSc1nnc(Cn2c(=O)sc3ccccc32)n1-c1ccccc1	-7	101	102	-8	0.3	100	-6	3	-9	16	-8

Next part.
smiles	Bim-Bcl-2	RGS8-Gao	RGS7-Gao reg	Bim-Bfl-1	ABCB1 block	RGS4-Gao reg	Bim-Bcl-W	ABCG2 block	Bim-Bcl-XL	GSH fluor	Bim-Bcl-B
CCN(CC)c1ccc(-c2nc3cnccc3n2C)cc1	-6	100	93	4	0.1	85	-3	0	-3	12	-4
COc1ccc(C(=O)OCC(=O)N2CCCCC2)cc1[N+](=O)[O-]	0	98	98	-1	0.8	97	-2	3	-1	18	-6
CCSc1ccc(C(=O)Nc2cccc(C)n2)cc1[N+](=O)[O-]	-3	92	93	-5	-0.1	92	-3	5	-8	7	-9
CCOC(=O)C1(Cc2cccc(F)c2)CCN(Cc2cnn(CC)c2)CC1	-3	99	107	-6	3.4	101	-4	1	-4	13	-7
COc1ccc(CCNC(=O)COC(=O)c2cc(OC)c(OC)cc2OC)cc1OC	-1	174*[activator]	172*[activator]	-6	0.5	173*[activator]	1	1	0	14	-2
COc1ccc(S(=O)(=O)N2CCc3ccccc32)cc1C(=O)OCc1nnc(-c2ccccc2)o1	-5	105	102	-10	4.2	106	-1	9	-1	25	-10
COC(=O)c1c(NC(=O)c2ccccc2)sc(C(N)=O)c1C	-1	105	99	-6	0.3	103	-2	0	-3	9	-4
O=C(O)/C=C/C(=O)NCCc1ccccc1	2	101	98	-2	0.3	98	0	1	0	12	1
O=C(N/N=C/c1ccccn1)c1cc(C2CC2)[nH]n1	-1	114	111	-12	0.0	106	-4	0	-5	20	-5
CN(CCC#N)C(=O)COC(=O)c1ccc(Cl)c(S(N)(=O)=O)c1	0	100	100	0	0.3	104	-3	1	-3	13	0
C=CCSc1n[nH]c(-c2ccc(OC)cc2)n1	-6	102	104	-10	-0.1	110	-1	1	-8	37	-10
O=C(CCC1N=C2c3ccccc3N=C(SCc3cccc(Cl)c3)N2C1=O)NCc1ccco1 (stereo not drawn)	2	96	94	9	0.9	97	0	2	-2	13	-3
O=C(CN1CCN(Cc2ccccc2Cl)C1=O)N1CCCCCC1	-3	95	95	-3	0.3	99	-3	1	-1	29	-1
CC(C)C(=O)Nc1ccc(-c2ccc3nncn3n2)cc1	4	98	95	-1	-0.1	97	0	7	-1	25	0
O=C(CCCC(=O)N(c1ccc2c(c1)OCCO2)C(C(=O)NC1CCCCC1)c1ccc(Cl)cc1)Nc1ccccn1 (stereo not drawn)	-9	102	98	-13	1.5	101	-1	6	0	37	-4
CN(CCN1CCc2ccccc2C1)Cc1nc(-c2ccc3c(c2)OCO3)no1	-3	94	90	-2	0.8	92	-4	2	-5	20	-10
CCCCOc1ccc(NC(=O)c2cc(F)c(F)cc2Cl)cc1	1	97	101	-1	1.6	100	0	44	-2	3	-4
CC(C)CN(C#N)c1nc(N2CCOCC2)nc(N2CCOCC2)n1	-4	102	101	-5	0.7	102	-2	5	-5	16	-7
Cc1cc(-c2nnco2)c(C)n1-c1ccccc1	0	98	98	-1	0.0	96	0	0	-9	6	-5
C(=N\n1cnc2ccccc21)/c1cccnc1	0	103	101	-1	0.0	101	-4	1	-8	17	0
CC(OC(=O)c1ccncc1)C(=O)Nc1cccc(Cl)c1 (stereo not drawn)	-8	103	105	-8	0.0	105	-4	0	-9	14	-7
O=C(/C=C/c1ccco1)N1CCc2ccccc21	6	104	96	3	-0.3	102	0	0	0	16	-9
CC1=CC(C)(C)NC(=S)N1c1cc(C)cc(C)c1	-1	99	99	-1	1.1	102	-1	7	-2	21	-15
COc1cccc(CC2(CO)CCCN(CC3=Cc4cc(Cl)ccc4OC3)C2)c1 (stereo not drawn)	-8	99	105	-9	0.1	100	-6	0	-1	9	-5
CCOc1ccc2c(c1)c(N=NC(=N)N)c(O)n2C	-5	100	102	-11	-0.5	101	7	-8	13	10	3

Marked active in RGS7-Gao reg, of those listed so far:
smiles,Bim-Bcl-2,RGS8-Gao,RGS7-Gao reg,Bim-Bfl-1,RGS4-Gao reg,Bim-Bcl-W,Bim-Bcl-XL,GSH fluor,Bim-Bcl-B
COc1ccc(CCNC(=O)COC(=O)c2cc(OC)c(OC)cc2OC)cc1OC,-1,174*[activator],172*[activator],-6,173*[activator],1,0,14,-2

(continued)
smiles	Bim-Bcl-2	RGS8-Gao	RGS7-Gao reg	Bim-Bfl-1	ABCB1 block	RGS4-Gao reg	Bim-Bcl-W	ABCG2 block	Bim-Bcl-XL	GSH fluor	Bim-Bcl-B
CCOc1ccc(N(C(=O)CNC(=O)c2ccco2)C(C(=O)NC2CCCC2)c2ccncc2)cc1 (stereo not drawn)	-2	101	104	-2	0.1	101	3	1	0	27	0
CN1CCN(NC(=O)c2cn(-c3ccccc3)nc2-c2cccc(Br)c2)CC1	-4	100	?	-10	1.0	104	-4	5	-4	15	-6
C=CCn1c(N2CCCCCC2)nc2c1c(=O)[nH]c(=O)n2C	-10	99	94	-9	-0.3	95	2	-2	-4	25	-5
CCCCC(c1nnnn1C1CCCC1)N1CCN(C2CCCCC2)CC1 (stereo not drawn)	-6	94	91	-19	1.5	91	-1	7	-6	30	-10
O=C(CCNS(=O)(=O)c1cccc2nonc12)NCc1cccs1	-4	93	102	-2	0.1	104	-5	0	-1	32	-4
Cc1cc(=O)c(C(=O)O)cn1Nc1ccc(F)cc1	2	102	101	-2	-0.1	99	-1	2	-1	29	-1
O=c1c(O)c(-c2ccc(O)cc2O)oc2cc(O)cc(O)c12	5	94	87	5	-1.3	88	2	-4	1	17	-1
O=C(Nc1cccnc1)c1sc(Nc2ccccc2F)nc1-c1ccccc1	-4	92	94	-4	0.2	93	-2	2	-3	13	-5
CC(=O)Nc1ccc(NC(=O)COc2ncnc3ccccc23)cc1	-4	102	96	-6	-0.1	99	-1	1	-5	16	-3
Cn1c2c(c(=O)n(C)c1=O)[C@@H]1c3c(ccc4ccccc34)OC[C@@H]1CO2	0	96	99	0	0.5	99	0	1	0	25	1
NC(=O)CSc1nc2cc3c(cc2c(=O)n1CCCC(=O)NCc1ccc2c(c1)OCO2)OCO3	-8	103	100	-12	0.7	94	0	3	-8	44	-6
COc1ccccc1NCC(=O)N/N=C/c1cccnc1	-1	103	92	0	-0.3	96	0	0	-1	3	0
CC1Oc2ccccc2N(CC(=O)N2CCCc3ccccc32)C1=O (stereo not drawn)	-7	100	103	-8	-6.6	105	2	-2	-1	11	-7
CC(C)(C)NC(=O)c1cc(F)c(F)cc1Cl	-7	101	102	-11	0.3	100	-1	5	-3	19	-10
COc1ccc(NC(=O)COC(=O)/C=C/c2ccc(OC)c(S(=O)(=O)N3CCOCC3)c2)cc1	-6	99	101	-11	2.2	104	-4	5	-8	9	-7
C/C(=N\Nc1cccc(C(F)(F)F)c1)c1ccc(O)cc1	-2	102	?	-5	0.2	100	0	2	-1	14	-6
O=C(CNC(=O)c1cccs1)OCC(=O)c1ccc([N+](=O)[O-])cc1	0	96	105	-3	0.2	97	-6	1	-1	12	-7
C/C=C/C(=O)OCC(=O)Nc1cc(-c2cc(C)c(C)cc2C)nn1-c1ccccc1	-7	102	102	-9	0.4	102	-3	2	-7	18	-10
CCN(CC)CCn1c2ccccc2c2cnc(N=CN(C)C)c(C#N)c21	3	103	107	-2	12	104	1	20	2	33	4
